ssDAF12 agonist: activators of S. stercoralis DAF-12 nuclear receptor; HEK293 ssDAF-12/GRIP1 lit1-tk-luc reporter, luminescence; % of 3 µM dafachronic acid response; activation, % at 6.8 µM; 370,000 tested, 1% active; AID 652126;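 active = activation above the mean over all tested compounds plus 3 SD, cut at about 0.9% in these data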;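 note: 0% = DMSO-only wells and 100% = 3 µM delta7-dafachronic acid wells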
hcDAF-12 act: H. contortus DAF-12 activation, primary screen | HEK293 hcDAF-12 lit1-tk-luc reporter, luminescence; 0% DMSO, 100% Δ7-dafachronic acid | 370,000 tested, 1.4% active | activation, % at 6.8 µM;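 active = activation above the mean of all tested compounds plus 3 SD, cut at about 5.5% in these data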;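 note: 100% = response to 3 µM Δ7-dafachronic acid high control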
sPLA2-III inh: Inhibits HGIII-sPLA2 liposome hydrolysis, primary screen. Q9NZ20. QFRET BODIPY PC-A2 liposome hydrolysis, fluorescence. inhibition, % at 12.2 µM. 370,000 tested, 0.56% active;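 active = inhibition above mean plus 3 SD of compounds lying within the high and low control bounds, cut at about 19% in these data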;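 note: 0% = median of test compound wells and 100% = no enzyme DMSO wells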
FXN GAA850 act: frataxin GAA850 promoter activation; HEK293 lucGAA850 FXN promoter luciferase reporter, 24 h; percent of 10 µM SAHA response; activation, % at 6 µM; 360,000 tested, 0.56% active;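 active = activation above the average of all compounds screened plus 3 SD, cutoff fixed separately per campaign, cut at about 7.5% in these data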;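 note: 0% = DMSO wells and 100% = 10 µM SAHA wells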
DAX1 inh-1: blocks DAX1 repression of SF-1 activated StAR promoter; AID 652010; 370,000 tested, 1.1% active; inhibition, % at 6.8 µM; HEK293T StAR-luciferase reporter, SF-1/DAX-1 repression relief;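 active = inhibition above the mean over all tested compounds plus 3 SD, cut at about 3.6% in these data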;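 note: 0% = DAX-1 cells with DMSO and 100% = cells lacking DAX-1 with DMSO; higher inhibition means more luminescence from relief of DAX-1 repression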
hgDAF12 agonist: agonists of H. glycines DAF-12 nuclear receptor; AID 687014; 370,000 tested, 1.8% active; HEK293 GAL4-hgDAF12 UAS-luciferase reporter, agonist luminescence; normalized to butyrate control; activation, % at 6.8 µM;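 active = activation above a cutoff set at the mean of all screened compounds plus 3 SD, cut at about 10% in these data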;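 note: 0% = DMSO wells and 100% = sodium butyrate wells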
ADAM10 inh: ADAM10 inhibition, QFRET primary screen | O14672 | recombinant ADAM10, EDANS/DABCYL FRET peptide cleavage, 3 h | inhibition, % at 7 µM | 370,000 tested, 0.62% active | AID 720582;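 active = inhibition above a per-campaign cutoff equal to the mean of compounds falling between control-based bounds plus 3 SD, cut at about 20% in these data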;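 note: 0% = DMSO wells while the 100% control is not disclosed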
PLC-beta3 inh: blocks human PLC-beta3 enzyme activity; 370,000 tested, 0.18% active; Purified PLC-beta3, fluorogenic substrate, fluorescence; inhibition, % at 12.2 µM; in the data active = inhibition above about 11%;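 note: 0% = median of compound wells on plate and 100% = full blocker control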
DAX1 inh-2: inhibitors of human orphan nuclear receptor DAX1 (NR0B1); P51843; HEK293 Gal4-DAX1 luciferase reporter, luminescence; inhibition, % at 6.75 µM; 340,000 tested, 0.99% active; AID 504766;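 active = inhibition above the mean over all tested compounds plus 3 SD, cut at about 4.2% in these data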;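 note: 0% = DAX1-transfected cells with DMSO and 100% = empty-vector control cells with DMSO; inhibition shows as a rise in luminescence from relieved DAX1 repression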
PLC-gamma1 inh: blocks human PLC-gamma1 enzyme activity; purified PLC-gamma1, fluorogenic substrate, fluorescence; 370,000 tested, 0.84% active; P19174; inhibition, % at 12.2 µM; in the data active = inhibition above about 9.5%
Target sequence (P19174 whole entry, looked up): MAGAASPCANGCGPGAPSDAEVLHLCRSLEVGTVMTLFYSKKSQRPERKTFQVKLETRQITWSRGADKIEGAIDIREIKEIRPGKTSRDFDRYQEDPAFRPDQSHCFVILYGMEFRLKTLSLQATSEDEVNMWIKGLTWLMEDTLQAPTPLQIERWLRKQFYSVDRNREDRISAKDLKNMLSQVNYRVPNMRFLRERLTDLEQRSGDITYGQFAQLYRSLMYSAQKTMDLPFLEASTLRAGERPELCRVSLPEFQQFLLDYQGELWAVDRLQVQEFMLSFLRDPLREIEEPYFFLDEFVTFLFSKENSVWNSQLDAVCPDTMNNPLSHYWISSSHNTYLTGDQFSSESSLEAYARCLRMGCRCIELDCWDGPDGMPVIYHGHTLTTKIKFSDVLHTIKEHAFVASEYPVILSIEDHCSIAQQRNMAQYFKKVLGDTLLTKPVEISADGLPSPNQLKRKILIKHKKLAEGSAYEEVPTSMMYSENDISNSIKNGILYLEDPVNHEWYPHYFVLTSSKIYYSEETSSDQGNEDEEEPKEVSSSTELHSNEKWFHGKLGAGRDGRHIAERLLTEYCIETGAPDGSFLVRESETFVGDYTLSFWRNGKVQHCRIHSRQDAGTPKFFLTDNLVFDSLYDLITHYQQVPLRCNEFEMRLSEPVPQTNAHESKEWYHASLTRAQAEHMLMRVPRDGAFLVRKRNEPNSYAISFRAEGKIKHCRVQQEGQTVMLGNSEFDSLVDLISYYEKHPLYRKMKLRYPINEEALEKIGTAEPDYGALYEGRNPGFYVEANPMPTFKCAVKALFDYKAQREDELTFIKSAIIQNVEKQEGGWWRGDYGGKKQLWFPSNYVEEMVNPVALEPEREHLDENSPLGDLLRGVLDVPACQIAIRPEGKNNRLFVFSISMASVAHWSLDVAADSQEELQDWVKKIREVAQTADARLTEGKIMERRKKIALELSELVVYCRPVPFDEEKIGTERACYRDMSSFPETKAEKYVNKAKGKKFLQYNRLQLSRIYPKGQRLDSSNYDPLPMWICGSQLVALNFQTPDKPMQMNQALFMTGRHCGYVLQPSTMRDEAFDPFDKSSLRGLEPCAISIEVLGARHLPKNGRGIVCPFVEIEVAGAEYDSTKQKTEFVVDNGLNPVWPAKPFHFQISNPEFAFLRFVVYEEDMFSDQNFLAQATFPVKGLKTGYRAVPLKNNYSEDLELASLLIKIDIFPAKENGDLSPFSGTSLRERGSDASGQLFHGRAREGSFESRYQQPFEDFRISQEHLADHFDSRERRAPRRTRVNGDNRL
ADAM17 inh: inhibits human ADAM17 | P78536 | AID 720648 | recombinant ADAM17, EDANS/DABCYL FRET peptide cleavage | 370,000 tested, 0.83% active | inhibition, % at 6.95 µM;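 active = inhibition above the mean of compounds lying between control limits plus 3 SD, set per campaign, cut at about 8.5% in these data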;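 note: 0% = DMSO-only wells as the low control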
Numbers without * were called inactive; i = inactive; x = not tested or not shown.

SMILES	ssDAF12 agonist	hcDAF-12 act	sPLA2-III inh	FXN GAA850 act	DAX1 inh-1	hgDAF12 agonist	ADAM10 inh	PLC-beta3 inh	DAX1 inh-2	PLC-gamma1 inh	ADAM17 inh
NC(=O)CN1CCOCCOCCN(CC(N)=O)CCOCCOCC1	-0.9	1.3	7	-0.5	0.0	-0.7	1	4	-0.4	-1	-5
O=C(Cc1ccccc1)NS(=O)(=O)c1ccc(N=NN2CCOCC2)cc1	-0.9	-1.0	-4	-1.3	-0.4	-1.1	3	-2	1.1	2	1
CCOC(=O)/C(C#N)=C1/C=Cc2ccccc2N1CC	-1.4	-2.6	7	1.5	0.2	-4.9	13	1	-0.9	7	5
NC(=O)C1CCN(c2ccc(S(=O)(=O)N3CCCCC3)cn2)CC1	-0.2	-0.6	5	0.6	1.1	0.7	-7	-1	-0.2	3	1
CC1CCCN(C(=O)C2CCN(S(=O)(=O)c3cccc4cccnc34)CC2)C1 (centres undefined)	-1.6	2.0	0	-0.3	-0.2	0.1	-10	-1	2.9	-1	-2
CCN(CC)C(=O)C(=O)c1cc(C)n(-c2ccc(F)cc2)c1C	-1.5	-1.7	6	0.9	-0.5	2.4	1	-2	0.1	0	-1
Cc1ccc(Cn2cc(CN3[C@@H](Cc4ccccc4)COc4cc(Br)ccc4S3(=O)=O)nn2)cc1	-0.2	-2.3	5	x	0.4	-4.2	-3	-3	x	-1	1
CCOC(=O)N1CCC(NC(=O)C(CC(C)C)NC(=O)C2CCCCC2)CC1 (centres undefined)	-0.8	-0.7	6	-0.9	-0.1	0.9	6	9	-0.5	8	3
CCOC(=O)C1=C(c2ccc(O)cc2)NC(=O)NC1C (centres undefined)	-1.1	0.6	15	-0.6	0.2	-1.7	-1	-8	x	-3	-4
Cc1c(Cl)cccc1NC(=O)N1CCN(C(=O)c2ccco2)CC1	-1.5	-1.4	5	0.3	-1.8	-0.6	5	-2	-0.7	4	1
COc1cccc(NS(=O)(=O)c2ccc3c(c2)NC(=O)CC(=O)N3)c1	-1.1	-1.7	4	-0.1	-0.6	-2.3	-2	-9	0.1	2	-2
O=C(OCc1ccc2c(c1)OCO2)c1cccc(S(=O)(=O)N2CCCCC2)c1	-1.9	1.0	-6	-1.6	-0.7	-1.9	10	-4	-1.3	0	-1
CCCNC(=O)COc1coc(CN2CCN(C(=O)c3ccco3)CC2)cc1=O	-0.9	-0.3	6	0.2	0.3	-0.3	-2	3	2.8	0	-2
CS(=O)(=O)c1ccc(Cl)c(NC(=O)CSc2nncn2-c2ccccc2)c1	-1.4	-2.4	-4	1.1	0.6	-2.0	1	-1	-0.9	8	4
O=C1OCC(CC2=C(O)C(=O)OC2)=C1O	-0.8	0.2	5	1.6	-0.3	-1.2	-9	-1	2.4	2	-5
Cc1ccc(S(=O)(=O)NC2c3cccc4cccc(c34)C2Sc2n[nH]c(N)n2)cc1 (centres undefined)	-1.0	-0.9	-15	-1.4	-0.7	-2.4	-1	-2	-0.3	9.9*	4
COc1ccc(CCN2C(=O)CC(N3CCN(c4ccccn4)CC3)C2=O)cc1OC (centres undefined)	-0.9	-2.2	1	-0.2	0.5	-0.8	-3	1	0.9	3	-2
CC(Sc1nncn1C)C(=O)Nc1cc(C(F)(F)F)ccc1N1CCOCC1 (centres undefined)	-1.1	-0.6	1	-0.5	-0.2	-2.7	0	-4	-0.9	0	-1
CN(C)S(=O)(=O)n1cc(/C=C(\NC(=O)c2ccccc2F)C(=O)NCCCn2ccnc2)c2ccccc21	-1.3	-3.0	-19	-0.9	-2.0	-3.6	0	4	0.0	-1	-2
COc1ccc(C(=O)N=c2sc3c(C)ccc(OC)c3n2C)cc1	0.4	5.0	-1	5.9	4.8*	13*	-17	-36	3.8	-29	-2

Full records as entered above. Screens in order: ssDAF12 agonist, hcDAF-12 act, sPLA2-III inh, FXN GAA850 act, DAX1 inh-1, hgDAF12 agonist, ADAM10 inh, PLC-beta3 inh, DAX1 inh-2, PLC-gamma1 inh, ADAM17 inh
Cc1c(Cl)cccc1NC(=O)N1CCN(C(=O)c2ccco2)CC1 is entered as -1.5, -1.4, 5, 0.3, -1.8, -0.6, 5, -2, -0.7, 4, 1
COc1ccc(CCN2C(=O)CC(N3CCN(c4ccccn4)CC3)C2=O)cc1OC (centres undefined) is entered as -0.9, -2.2, 1, -0.2, 0.5, -0.8, -3, 1, 0.9, 3, -2
COc1ccc(C(=O)N=c2sc3c(C)ccc(OC)c3n2C)cc1 is entered as 0.4, 5.0, -1, 5.9, 4.8*, 13*, -17, -36, 3.8, -29, -2
COc1cccc(NS(=O)(=O)c2ccc3c(c2)NC(=O)CC(=O)N3)c1 is entered as -1.1, -1.7, 4, -0.1, -0.6, -2.3, -2, -9, 0.1, 2, -2
CCN(CC)C(=O)C(=O)c1cc(C)n(-c2ccc(F)cc2)c1C is entered as -1.5, -1.7, 6, 0.9, -0.5, 2.4, 1, -2, 0.1, 0, -1

Additional records follow:
SMILES	ssDAF12 agonist	hcDAF-12 act	sPLA2-III inh	FXN GAA850 act	DAX1 inh-1	hgDAF12 agonist	ADAM10 inh	PLC-beta3 inh	DAX1 inh-2	PLC-gamma1 inh	ADAM17 inh
CC1NC(C)(C)Cc2c1ccc1ccccc21 (centres undefined)	-0.8	-2.0	9	0.9	0.4	-2.6	-2	-1	-0.4	-1	-3
COc1ccc(C(=O)Nc2ccc(C(F)(F)F)n(C)c2=O)cc1	-0.4	3.3	5	4.4	0.8	3.7	2	0	0.7	-1	-1
CCN(C(=O)[C@@H](C)[C@@H](O)c1ccc2ccccc2c1)c1ccccc1	-0.8	-1.3	-1	x	-1.3	-0.9	-4	1	x	-2	-5
CSC(=Cc1ccc(C(=O)c2ccc(C)cc2)n1C)S(C)=O (centres undefined)	-0.2	-1.0	3	x	-0.8	-0.1	3	-52	x	-33	0
CCOc1ccc(C(=O)Nc2cc(C)c3c(=O)oc4ccccc4c3n2)cc1	-0.5	2.1	8	0.4	0.0	2.3	-53	-9	0.8	-5	-11
C=CCC[C@H](Cc1ccc(F)cc1)C(=O)OC[C@H](Cc1c[nH]c2ccccc12)NC(=O)[C@H](CC=C)CC(=O)N[C@H](CO)Cc1ccccc1	-1.3	-1.5	-67	-1.2	-0.1	-2.6	21*	-1	-0.5	5	6
O=C(/C=N/O)Nc1ccc(F)cc1	-0.9	-1.1	-13	0.5	0.2	-0.7	10	6	0.0	9.5*	0
c1cn(C23CC4CC(CC(C4)C2)C3)cn1	-0.5	-0.3	-19	-1.2	0.3	-0.1	1	2	-0.6	2	-5
COc1ccc(OC)c(C(c2c(O)nc(SC)[nH]c2=O)c2c(O)nc(SC)[nH]c2=O)c1	-0.7	-0.9	-2	0.7	0.0	2.3	-34	-93	1.4	-79	-16
O=C(C[n+]1cc(-c2ccccc2)n2c1CCC2)Nc1nc(-c2ccccc2)cs1	0.4	0.3	-8	0.2	0.2	0.4	3	6	-0.1	4	-1
Clc1cccc(Cl)c1C1Nc2cccc3cccc(c23)N1	-1.6	-0.4	8	-1.8	-0.9	-6.5	13	-27	-2.6	-12	3
CCN(CC)C(=O)[C@H]1C[C@H](CC(=O)NCCC2=CCCCC2)C(=O)N2CCc3c([nH]c4ccc(Cl)cc34)[C@]12C	-1.5	0.1	0	-0.5	0.0	-0.1	-6	3	-1.0	4	-2
Cc1ccc2c(c1)N(Cc1cccc(Cl)c1)C(=O)c1cccnc1O2	-1.3	-1.3	4	2.4	-0.2	-5.8	7	-3	-0.9	1	1
CCn1c2ccc(C)cc2c2nnc(SCCN3CCCCC3)nc21	-0.2	3.0	4	3.7	-0.1	3.6	6	-9	-0.4	-8	-4
CS(=O)(=O)N1CCc2nc(-c3ccccc3)sc2C1	-0.3	4.8	4	1.9	1.6	15*	-3	-7	4.1	-2	-1
NC(=S)NC1CC2C=CC1C2 (centres undefined)	-0.9	-1.1	3	0.8	0.4	-0.1	-5	-4	-1.3	4	-2
COc1cc(C2/C(=C(/O)c3ccc(OCC(C)C)cc3)C(=O)C(=O)N2CCN(C)C)ccc1O (centres undefined)	-1.1	2.0	-7	0.2	-0.7	-0.2	4	-1	0.2	-1	-2
COc1cc(OC)c(N2CC(C(=O)Nc3cccc(C(=O)NC4CC4)c3)CC2=O)cc1Cl (centres undefined)	-1.3	-1.4	6	4.5	1.0	-1.3	-14	-7	-0.1	0	-4
COc1ccc(NC(=O)C2(C)CCN2C(=O)c2ccc(C(C)(C)C)cc2)cc1OC (centres undefined)	-1.7	-1.6	1	1.5	-2.7	-2.0	-9	-3	x	0	-3
Oc1ccc(CNc2ccccc2Cl)c2cccnc12	-2.0	-2.0	10	x	x	-5.5	18	-1	x	0	4

Part of the list above, with values under each structure:
Results follow in this order: ssDAF12 agonist | hcDAF-12 act | sPLA2-III inh | FXN GAA850 act | DAX1 inh-1 | hgDAF12 agonist | ADAM10 inh | PLC-beta3 inh | DAX1 inh-2 | PLC-gamma1 inh | ADAM17 inh
COc1ccc(C(=O)Nc2ccc(C(F)(F)F)n(C)c2=O)cc1
 : -0.4 | 3.3 | 5 | 4.4 | 0.8 | 3.7 | 2 | 0 | 0.7 | -1 | -1
CCN(C(=O)[C@@H](C)[C@@H](O)c1ccc2ccccc2c1)c1ccccc1
 : -0.8 | -1.3 | -1 | x | -1.3 | -0.9 | -4 | 1 | x | -2 | -5
CSC(=Cc1ccc(C(=O)c2ccc(C)cc2)n1C)S(C)=O (centres undefined)
 : -0.2 | -1.0 | 3 | x | -0.8 | -0.1 | 3 | -52 | x | -33 | 0

Continued:
SMILES	ssDAF12 agonist	hcDAF-12 act	sPLA2-III inh	FXN GAA850 act	DAX1 inh-1	hgDAF12 agonist	ADAM10 inh	PLC-beta3 inh	DAX1 inh-2	PLC-gamma1 inh	ADAM17 inh
COC(=O)[C@]12C[C@H](CC(=O)NCc3cccc4ccccc34)C(=O)N(Cc3cccc4ccccc34)C1=C[C@H](C(C)(C)C)O[C@@H]2C	-1.9	-2.0	-3	x	-0.8	-1.0	8	-1	x	0	3
O=C(Nc1ccc(N2CCCCC2)c(Cl)c1)c1cccnc1	-1.1	-1.4	-1	-3.8	0.2	-4.4	3	2	-2.7	1	-1
COC(=O)c1ccc(C2c3c(oc4ccc(F)cc4c3=O)C(=O)N2CCO)cc1 (centres undefined)	-1.4	-2.5	-12	0.4	0.0	-2.3	-6	-14	-0.2	-8	-2
CCNc1ccc2c(Cl)cc(=O)oc2c1	-0.6	1.8	14	-3.0	-1.6	3.1	i	i	1.9	i	-168
CCN(CC)S(=O)(=O)c1ccc(Cl)c(NC(=O)c2ccccc2C)c1	-0.8	1.3	4	2.1	-0.8	2.4	1	4	0.3	-3	-4
Cc1cccc(OC(C)CCN2CCC(C(O)(c3ccccc3)c3ccccc3)CC2)c1 (centres undefined)	-0.6	3.4	-18	x	-0.1	-2.7	2	4	x	2	3
COc1ccc(F)c(CN2CCC(n3nccc3NC(=O)CCCc3ccccc3)CC2)c1	-1.5	0.1	-5	0.8	-1.6	-1.0	7	-6	0.4	-2	-1

Assay outcomes deposited in PubChem by The Scripps Research Institute Molecular Screening Center.
